GCN5L2 inh: inhibitors of human GCN5L2 histone acetyltransferase; GCN5L2 HAT assay, ThioGlo1 CoA-SH fluorescence; AID 504327; 390,000 compounds, 0.21% hits; Q92830; Potency, µM (doses to about 58.9 µM), for the others: top-dose activity change, negative = inhibition, hits mostly inhibitors
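Free CoA generated was detected with ThioGlo1 (50uM) fluorescence at Ex340nm/Em540nm, read immediately and after 20 min at room temperature. Enzyme, 20 nM in HEPES pH 7.5 buffer, saw compounds 15 min before adding 75uM H3(1-25) peptide and 70uM acetyl-CoA.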
N370S GC: N370S glucocerebrosidase modulation, Gaucher chaperone candidate; N370S GC spleen homogenate, 4MU-glucoside fluorescence; 330,000 compounds, 0.092% hits; Potency, µM (highest dose often 59.4 µM), for the others: at the top dose activity change, negative = inhibition, usual class: inhibitors;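 note: 0% = full enzyme activity and -100% = no enzyme basal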
FEN1 inh: inhibitors of human flap endonuclease 1. Recombinant FEN1 flap cleavage, fluorescence, 15 min. Potency, µM (top dose mostly 114 µM), without a hit: at the highest dose activity change, negative = inhibition, most hits filed as inhibitors. 390,000 compounds, 0.35% hits. AID 588795; note: nearly all actives have a fitted effect of over 65% in size
Target sequence (P39748 whole entry, looked up): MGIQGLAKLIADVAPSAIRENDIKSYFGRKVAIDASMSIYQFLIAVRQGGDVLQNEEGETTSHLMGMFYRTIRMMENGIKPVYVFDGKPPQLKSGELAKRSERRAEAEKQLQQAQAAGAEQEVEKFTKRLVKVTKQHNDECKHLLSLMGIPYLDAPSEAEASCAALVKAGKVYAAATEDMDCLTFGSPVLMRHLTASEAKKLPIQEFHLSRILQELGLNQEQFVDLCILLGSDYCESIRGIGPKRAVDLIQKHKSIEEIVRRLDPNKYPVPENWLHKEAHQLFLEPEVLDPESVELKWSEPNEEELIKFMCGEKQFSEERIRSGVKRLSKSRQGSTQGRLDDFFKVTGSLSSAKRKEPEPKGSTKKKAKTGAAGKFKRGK
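Steps: FEN1 (10 nM) dispensed; compound added by pin tool; 15 min at room temperature; substrate added to 50 nM final; reads at 0 min and 15 min; data normalized and fitted (four-parameter Hill).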
* marks the source's active call; other numbers are inactive results; ? = inconclusive; . = not tested or not shown; & = joins results of further samples; [ ] = dose if it differs, or a comment. Calls come from the whole dose curve; as a rule, active = well fitted curve in the direction sought with a large enough effect; inconclusive = small, poorly fitted or top-dose-only effect, or another doubt; inactive = no such curve, though single readings can be large; an effect the other way counts as inactive or inconclusive. Unless noted, % is set by controls: 0 for no effect and ±100 for the full control effect; potency is the fitted concentration of half-maximal effect. The list is partial. The share of hits here may be higher or lower than overall.

SMILES	GCN5L2 inh	N370S GC	FEN1 inh
CCC(Oc1ccccc1)C(=O)O/N=C(\N)c1ccc(OC)c(OC)c1 (stereo not given)	-8%	8%	-34%
CCOc1ccc(-c2cn3c(n2)sc2cc(C(=O)N4CCCC(C)C4)ccc23)cc1 (stereo not given)	-2%	.	-14%
Cc1ccc(C2C3=C(CCCC3=O)Nc3nc(SCC(=O)NCc4ccco4)[nH]c(=O)c32)cc1 (stereo not given)	-1%	-11%	-10%
O=C(CN1C(=O)/C(=C/c2ccccc2Cl)SC1=S)NC1C=CS(=O)(=O)C1 (stereo not given)	?	-14%	12%
CCc1ccc(NC(=S)N(CCCN2CCOCC2)Cc2ccccn2)cc1	-2%	17%	-7%
O=C(Nc1ccccc1C(=O)N1CCOCC1)C1CCC(=O)N1C1CCCC1 (stereo not given)	-3%	-21%	8%
Cc1cc(=O)oc2c1c(C)nn2-c1ccc(C(=O)OC(C)C)cc1	-6%	6%	.
O=C(CSc1ccc2ccccc2c1)Nc1ncccn1	1%	2%	-3%
COc1ccccc1CNC(=O)CCC1N=C2c3ccccc3N=C(SCC(=O)NCCc3ccc(OC)c(OC)c3)N2C1=O (stereo not given)	-16%	.	1%
Nc1ccc2nc(CCc3ccccc3)[nH]c2c1	-1%	10%	-4%
O=S(=O)(Nc1cccc(-n2cnnn2)c1)c1ccc(Cl)cc1	-7%	-11%	-6%
O=C(O)c1ccccc1/C=N/NC(=S)NCc1ccccc1	-29%	23%	-1%
Oc1cccc(-c2nc3ccc4ccccc4c3c3c2CCC3)c1	0%	11%	-11%
O=C(CN1CCOCC1)N1c2ccccc2Sc2ccccc21	0%	0%	6%
O=C(NCCc1ccc(Cl)cc1)C1CCN(S(=O)(=O)N2CCCC2)CC1	2%	5%	-4%
COc1ccc(Cn2nnc3c(C)n[nH]c(=O)c32)cc1	-16%	0%	-1%
CC1CC(C)(C)NC(=S)N1CCCC(=O)Nc1ccc(F)c(F)c1 (stereo not given)	-4%	-13%	14%
Cc1csc2nc(COC(=O)c3cccc(NC(=O)c4cccc(Cl)c4)c3)cc(=O)n12	-1%	.	-2%
Cn1nccc1NC(=O)Nc1cccc([N+](=O)[O-])c1	-24%	-3%	-3%
Cc1ccc(C(=O)NCC(=O)Nc2ccc(S(=O)(=O)Nc3cc(C)nc(C)n3)cc2)cc1	0%	.	-12%
O=C(NC(Nc1ncccn1)C(=O)c1ccccc1)c1ccccc1 (stereo not given)	0%	14%	-6%
Cc1ccc(C)c(OCCCC(C)(C)C(=O)O)c1	?	5%	1%
Cc1ccc(-c2csc(NC(=O)CSc3nc4ccccc4c(=O)n3CCCN(C)C)n2)cc1	-3%	14%	-15%
CCOC(=O)/C=c1\s/c(=C\c2ccc(C(=O)OC)cc2)c(=O)n1CC(=O)Nc1ccccc1	-8%	11%	8%
Cc1[nH]n(CCC#N)c(=O)c1CC(=O)N1CCN(c2ccccc2)CC1	-3%	6%[2.35 µM]	3%
SMILES	GCN5L2 inh	N370S GC	FEN1 inh
Cc1ccc(NCc2nnc(SCC(=O)Nc3nnc(C)s3)n2C)cc1	-3%	-4%	0%
CCC(=O)Nc1ccc(C(=O)CSc2nnc(-c3cccnc3)o2)cc1	-13%	27%	-1%
Cc1cccc(NC(=O)C(C)Oc2ccc(C)nc2[N+](=O)[O-])c1 (stereo not given)	-2%	.	13%
CCOC(=O)c1c(-c2ccc3ccccc3c2)csc1NC(=O)CCCC(=O)O	-13%	7%	-2%
COc1cccc(C(=O)O/N=C(\N)c2ccncc2)c1OC	-2%	1%	8%
COC(OC)C12c3ccccc3C(c3ccccc31)C1C(=O)N(c3cccnc3)C(=O)C12 (stereo not given)	-7%	3%	-11%
C/C(CC(=O)NCc1ccc(Cl)cc1)=N\NC(=O)COc1ccc(C)cc1Br	-6%	-5%	1%
C#CCOCCOCCOCCNc1nc(N2CCOCC2)nc(N2CCN(C(=O)[C@H]([C@@H](C)CC)n3cc([C@@H](N)CO)nn3)CC2)n1	1%	9%	-5%
O=C(NCCc1csc(-c2cccnc2)n1)c1cccs1	-1%	4%	-1%
Cc1ccc(C)c(C(=O)CN2C(=O)NC3(CCCCCC3)C2=O)c1	3%	-3%	3%
Cc1ccc(NC(=O)CN(C)C(=O)c2cccnc2Nc2cccc(C(F)(F)F)c2)cc1	-24%	-10%	-4%
COc1ccc(C(=O)NC2=NCCS2)c(OC)c1	-7%	?	3%
Cc1ccc(NC(=O)COC(=O)c2ccc3c(c2)C(=O)N(CCc2ccccc2)C3=O)c(C)c1	0%	4%	0%
CCOC(=O)c1nn(-c2ccccc2)c(=O)c(C#N)c1C	-7%	2%	-20%
CCN(CC(=O)NCCc1ccccc1)S(=O)(=O)c1ccccc1	-19%	1%	2%
Cc1csc(NC(=O)CSc2nncs2)n1	-1%	-3%	5%
Cn1c(C(=O)N2CCc3ccccc3C2)cc2oc3ccccc3c21	-6%	16%	-3%
O=C(COC(=O)c1cccc(N2C(=O)c3ccccc3C2=O)c1)Nc1ccccc1	-9%	4%	10%
CCOc1ccc(Br)cc1/C(C)=N\NC1=NCCN1	2%	-5%	-8%
COc1ccc(Cn2nnc(C(=O)Nc3ccc(F)cc3)c2N)cc1	-1%	-23%	-2%
Cc1ccc(S(=O)(=O)N[C@@H](Cc2ccccc2)C(=O)CCl)cc1	-19%&-2%&-8%	-26%&-17%&-12%	?
CN(C)S(=O)(=O)c1ccc(N2CCCC2)c(C(=O)NNC(=O)c2ccccc2)c1	2%	.	-17%
O=C(Nc1ccc(Oc2ccccc2)nc1)C1CCCCN1Cc1ccco1 (stereo not given)	-18%	-1%	16%
C/C(=C/C(=O)O)C(=O)Nc1cccc(C(F)(F)F)c1	-3%	6%	-9%
CCc1n[nH]c(=S)n1/N=C/c1ccc2c(c1)OCO2	-4%	-6%	3%
SMILES	GCN5L2 inh	N370S GC	FEN1 inh
Fc1ccc(COc2ccc(-c3nnco3)cc2)cc1	-5%	5%	11%
CCc1noc(C)c1C(=O)Nc1nc(-c2ccc(Cl)cc2Cl)c(C)s1	2%	1%	17%
COc1cccc(NC(=O)CN(C)C(=O)c2cccc(S(=O)(=O)N3CCN(c4ccccc4)CC3)c2)c1	-9%	-28%	6%
COc1ccc(N2CCN(C(=O)Cc3c(C(=O)O)c(C)cn3C)CC2)cc1	-4%	.	0%
CC1CC(C)CN(C(=O)COC(=O)c2cccc(S(=O)(=O)N(C)c3ccccc3)c2)C1 (stereo not given)	-12%	-1%	-20%
CCCn1nnnc1SCC(=O)NC1CCCC1	-1%	3%	-5%
COC(=O)c1nc(NC(=O)c2ccc(C(C)(C)C)cc2)n[nH]1	-3%	1%	0%
CCOC(=O)c1ccc(N2C(=O)CC(N3CCC(C(=O)OCC)CC3)C2=O)cc1 (stereo not given)	0%	2%	3%
Clc1cnccn1	11%[21.4 µM]	6%[21.6 µM]	.
O=Cc1cc2ccccc2nc1SCc1ccc(Cl)cc1	-6%	16%	-3%
CCN(CC)c1ccc2nc3ccc(N)cc3[n+](-c3ccccc3)c2c1	-21%	-25%	45µM*
CCOc1ccc(NC(=O)NCCN2C(C)CCCC2C)cc1 (stereo not given)	1%	-5%	-3%
Cc1ccccc1NC1=NC2(CCCC2)N=C(N)N1	-3%	7%	1%
C=CCOCC(O)Cn1c(N2CCCC2)nc2c1c(=O)n(C)c(=O)n2C (stereo not given)	1%	-6%	7%
CCC(=O)N(CCC1(C(C)C)CCOC(C)(C)C1)C(C)c1cccs1 (stereo not given)	-12%	22%	-1%
CC(NC(=O)COc1ccccc1)C(c1cccs1)N1CCCC1 (stereo not given)	0%	-2%	-3%
COc1cccc(-c2nc(CS(=O)(=O)CC(=O)Nc3ccc(C)c(Cl)c3)c(C)o2)c1	6%	.	9%
COc1ccc(-c2[nH]ncc2CN(C)Cc2ccccn2)c(OC)c1	-18%	15%	5%
COc1cc(O)c(C(CCN2CCCC(C)C2)c2ccc(N(C)C)cc2)c(OC)c1 (stereo not given)	1%	-18%&-13%	-20%&-3%
Cc1noc(C)c1COc1ccc(C(=O)OC(C)C(=O)Nc2ccc(N3CCOCC3)cc2)cc1 (stereo not given)	-17%	5%	-2%
COc1ccc(CSc2nc3nc(C)cc(C)n3n2)cc1F	-21%	-2%	10%
N#Cc1ccc(NCCNCC(=O)N2N=CCC2C#N)nc1 (stereo not given)	15%	-7%	.
CCOc1ccc(CCNC(=O)c2cccc(NC3=NC4CS(=O)(=O)CC4S3)c2)cc1 (stereo not given)	-6%	-17%	15%
COc1ccc(CN(C)C(=O)Cn2ccc(NC(=O)OCc3ccccc3)nc2=O)cc1OC	-6%	.	-15%
O=C(OC1CCOC1=O)c1cccc(S(=O)(=O)N2CCc3ccccc3C2)c1 (stereo not given)	-6%	-1%	-1%

In a second layout: results already given.
molecule: Clc1cnccn1
- GCN5L2 inh: 11%[21.4 µM]
- N370S GC: 6%[21.6 µM]
- FEN1 inh: .

molecule: O=Cc1cc2ccccc2nc1SCc1ccc(Cl)cc1
- GCN5L2 inh: -6%
- N370S GC: 16%
- FEN1 inh: -3%

Later entries
SMILES	GCN5L2 inh	N370S GC	FEN1 inh
Nc1nonc1-n1nnc(C(=O)N/N=C/c2ccccc2)c1CN1CCc2ccccc21	-4%	-4%	7%
N#Cc1ccccc1NC(=O)c1ccccc1OCC(=O)NCc1ccco1	-3%	6%	-2%
Cn1cnnc1SCC(=O)NCCc1ccccc1	?	-23%	10%
CC(C)CC(=O)Nc1ccc(C(=O)Cn2nc(C(=O)O)c3ccccc3c2=O)cc1	0%	?	-12%
Cc1ccc(-n2ncc(C(=O)NCc3ccco3)c2C2CCN(C(=O)OC(C)(C)C)CC2)c(C)c1	1%	.	-18%
CCCCC[C@H](O)/C=C/[C@H]1C=CC(=O)[C@@H]1CCCCCCC(=O)O	-6%	4%&-4%	.
CCNC(=O)c1c(C)nc2ccccn12	-5%	0%	10%
CC(=O)Oc1c(S(=O)(=O)c2ccccc2)c(C)nn1C(C)(C)C	.	2%	-1%
COC1C=CC(CNC(=O)c2cc3c(=O)n4cccc(C)c4nc3n2C)(OC)O1 (stereo not given)	-5%	19%	-2%
Cc1cccc(C)c1NC(=O)NC1(C(=O)N2CCN3CCCC3C2)CCCCC1 (stereo not given)	-3%	-6%	2%
CC(C)(C)n1ncc2c(=O)n(CC(=O)Nc3ccc4c(c3)OCO4)cnc21	2%	8%	1%
COc1cc(S(=O)(=O)NCc2ccc3c(c2)OCO3)ccc1Cl	1%	3%	-17%
C/C=C(/C)C(=O)O[C@@H]1Cc2c(ccc3ccc(=O)oc23)OC1(C)C	-5%	.	-15%
Cn1c(N)c(C(=O)COC(=O)CSc2ccccc2)c(=O)n(C)c1=O	-27%	-2%	0%
Cc1ccc2oc(NC(=O)N3CCOCC3)cc(=O)c2c1	-11%	-2%	-10%
CCOC(=O)C1CCN(Cc2cnc(Oc3ccc(Cl)cc3C)s2)CC1	-13%	-19%	-18%
CCCSc1nc(N)nc(-c2cccs2)c1C#N	-9%	12%	-11%
CCN(CC)CCCNc1cc2n(c(=O)n1)CCc1cc(OC)c(OC)cc1-2	-12%	5%	1%
O=C(Nc1c(C(=O)O)[nH]c2ccccc12)c1cccc(C(F)(F)F)c1	-2%	-2%	-9%
COc1ccc(NS(=O)(=O)c2ccc(C)c(C(=O)N(C)CC(=O)Nc3cccc(OC)c3)c2)cc1	-5%	-18%	-3%
O=C(CN1C(=O)C2CC=CCC2C1=O)Nc1nnc(SCc2ccc(F)cc2)s1 (stereo not given)	-9%	2%	3%
Cc1cc(C)nc(N/N=C/c2ccc(Cl)cc2)n1	-11%	-9%	17%
CN(CC(=O)NCCc1ccc(S(N)(=O)=O)cc1)CC(=O)Nc1ccc(F)c(F)c1F	1%	.	3%
COc1ccc(Cl)c2sc(N(CCN(C)C)C(=O)c3ccc4c(c3)OCCO4)nc12	-9%	-4%	-16%
CCOC(=O)c1c(NC(=O)c2ccc(Br)o2)sc2c1CCCC2	-4%	15%	-19%
CSc1nc(C(=O)N2CCCC(C(=O)c3ccc(Cl)cc3)C2)cs1 (stereo not given)	0%	2%	-8%

4 compounds picked at random from those above, as already listed:
SMILES	GCN5L2 inh	N370S GC	FEN1 inh
O=C(CN1C(=O)C2CC=CCC2C1=O)Nc1nnc(SCc2ccc(F)cc2)s1 (stereo not given)	-9%	2%	3%
CC1CC(C)(C)NC(=S)N1CCCC(=O)Nc1ccc(F)c(F)c1 (stereo not given)	-4%	-13%	14%
C/C(CC(=O)NCc1ccc(Cl)cc1)=N\NC(=O)COc1ccc(C)cc1Br	-6%	-5%	1%
Cc1ccc(-c2csc(NC(=O)CSc3nc4ccccc4c(=O)n3CCCN(C)C)n2)cc1	-3%	14%	-15%

Part of the list above in order of molar mass, highest first:
SMILES	GCN5L2 inh	N370S GC	FEN1 inh
Cc1cccc(C)c1NC(=O)NC1(C(=O)N2CCN3CCCC3C2)CCCCC1 (stereo not given)	-3%	-6%	2%
C/C=C(/C)C(=O)O[C@@H]1Cc2c(ccc3ccc(=O)oc23)OC1(C)C	-5%	.	-15%
CCCSc1nc(N)nc(-c2cccs2)c1C#N	-9%	12%	-11%
Cc1cc(C)nc(N/N=C/c2ccc(Cl)cc2)n1	-11%	-9%	17%
